NOD1 NF-kB reporter: NOD1 signaling inhibitors, primary screen, cell-based, luminescence, uHTS (AID 1578) | inhibition, % at 4 µM; hits with a dose series show EC50 in µM | NOD1-driven NF-kB luciferase reporter cells, luminescence; higher % means a stronger effect | 290,000 tested, 1% active; in the data active = inhibition mostly above about 36%, no sharp cut-off; inactive = mostly below about 34%;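 also: HEK-293T reporter cells stimulated with the NOD1 agonist gamma-tri-DAP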
T cell HTS: modulators of CD8 T cell-vesicle binding, primary screen, mouse 2C CD8+ T cells, flow cytometry | AID 2052, 2009 | 330,000 tested, 0.068% active | calls only at 7 µM | 2C CD8+ T cell-vesicle binding; active compounds read low;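 active = response, share of CD8 T cells binding vesicles, and their 90th percentile fluorescence all below set limits, cut at about 80% in these data, passing the limit was not always enough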
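Incubation: binding step 1.5 h, 37 °C, antibody labelling 20 min, ice; system: murine 2C transgenic CD8+ T lymphocytes; technique: cytometric PE anti-B7-1 and Alexa647 anti-CD8 signals after 1% paraformaldehyde fixation; also added: QL9-charged Drosophila Ld/ICAM-1/B7-1 vesicles; control set: naked versus QL9-loaded vesicles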
KOR beta-arrestin-1: KOR antagonists, beta-arrestin recruitment, cell-based, luminescence, uHTS (AID 1778); one-dose inhibition, % at 10 µM; IC50 in µM for titrated hits; Kappa-type opioid receptor (Homo sapiens); 290,000 tested, 0.091% active; KOR beta-arrestin recruitment, luminescence, antagonist mode; higher % means a stronger effect; also: strong numbers were not always called active
NTR1 agonist: agonists of NTR1, primary screen, imaging, U2OS cells, beta-arrestin-GFP, high content (AID 493036); NTR1-U2OS beta-arrestin-GFP spot imaging, agonist mode; activation, % at 20 µM; Neurotensin receptor type 1 (Homo sapiens), P30989; 330,000 tested, 0.17% active;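 active = activation at or above 40% of the spot to cytoplasm intensity ratio, with at least 20 cells analyzed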;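 also: 0% = DMSO without peptide and 100% = 100 nM NTR1 peptide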
Target sequence (P30989 whole entry, looked up): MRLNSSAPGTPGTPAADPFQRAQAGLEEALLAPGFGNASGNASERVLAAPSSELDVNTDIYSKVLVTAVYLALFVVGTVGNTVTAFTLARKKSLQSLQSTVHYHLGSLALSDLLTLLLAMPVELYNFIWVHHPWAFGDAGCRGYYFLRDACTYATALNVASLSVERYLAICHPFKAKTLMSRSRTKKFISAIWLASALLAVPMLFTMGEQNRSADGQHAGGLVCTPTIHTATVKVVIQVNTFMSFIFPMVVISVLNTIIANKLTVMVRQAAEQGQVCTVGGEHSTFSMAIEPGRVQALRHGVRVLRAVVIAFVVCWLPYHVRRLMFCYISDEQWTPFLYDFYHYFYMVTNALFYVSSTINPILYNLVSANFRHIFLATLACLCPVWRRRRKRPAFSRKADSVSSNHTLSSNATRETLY
GPR55 beta-arrestin: GPR55 agonists via beta-arrestin recruitment, primary screen, imaging, U2OS cells, beta-arrestin-GFP redistribution (AID 1961); G-protein coupled receptor 55 (Homo sapiens); U2OS GPR55 beta-arrestin-GFP redistribution imaging; higher % means a stronger effect; activation, % at 10 µM, or EC50 in µM where a hit was titrated; 290,000 tested, 0.048% active;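 active = activation above 40% with more than 50 cells counted in the well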;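 also: U2OS osteosarcoma cells stably expressing GPR55 and beta-arrestin-GFP; plate controls were DMSO negative control for no effect and LPI positive control for full effect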
Myeloid diff MLP: induction of myeloid progenitor differentiation, primary screen, cell-based, flow cytometry, MLPCN library; ER-HoxA9 myeloid progenitors, lysozyme-GFP differentiation; 360,000 tested, 1% active; calls only at 10 µM; AID 624256, 2012;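 active = normalized GFP-positive differentiation at or above the plate's own cutoff, the solvent-only control mean plus 3 SD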;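 also: cells exposed to compound for four days before flow analysis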
HEK293 NOD2/NF-kB: NOD2 signaling inhibitors, cell-based, luminescence, uHTS, HEK293 (AID 1566) | HEK293 NOD2/NF-kB luciferase reporter, luminescence; higher % means a stronger effect | inhibition, % at 4 µM; hits with a dose series show EC50 in µM | 290,000 tested, 0.63% active; also: many of its hits are not listed in these tables
KOR beta-arrestin-2: KOR agonists, beta-arrestin recruitment, primary screen, cell-based, luminescence, uHTS (AID 1777); one-dose activation, % at 10 µM; EC50 in µM for titrated hits; Kappa-type opioid receptor (Homo sapiens); 280,000 tested, 0.02% active; KOR beta-arrestin recruitment, luminescence; higher % means a stronger effect; in the data active = activation above about 50%, passing the limit was not always enough; also: a part of the inactive calls stands beside numbers as strong as those of hits
GPR55 antagonists: GPR55 antagonists blocking LPI-driven arrestin recruitment, primary screen, imaging, U2OS, beta-arrestin-GFP, LPI agonist (AID 2013); G-protein coupled receptor 55 (Homo sapiens); U2OS GPR55 beta-arrestin-GFP translocation imaging, LPI antagonism; higher % means a stronger effect; inhibition, % at 10 µM, or IC50 in µM where a hit was titrated; 290,000 tested, 0.13% active;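 active = spots per cell inhibited over 60%, with over 100 cells counted and total cytoplasm intensity under 500,000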;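 also: U2OS cells stably carrying GPR55 and arrestin-GFP stimulated by 5 µM LPI near EC80; imaged beta-arrestin-GFP aggregate spots per cell after agonist stimulation; plate controls were LPI-stimulated DMSO wells for no effect and DMSO wells without LPI for full effect; some results filed as inactive read as strong as hits; confirmed hits need IC50 under 10 µM and bright autofluorescent wells are also inconclusive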
T cell HTS vesicle-bound %: recorded beside T cell HTS, whose call it bears; double positive events, %; measured here: CD8+ vesicle-bound cell fraction;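 binding gate set so that unloaded-vesicle control wells show 10% double positive cells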
NTR1 agonist cell count 20 µM: also measured in NTR1 agonist; calls as there; cell count; measured here: cell count, cytotoxicity flag
Myeloid diff MLP GFP+ MAC1+ %: recorded beside Myeloid diff MLP, whose call it bears; GFP+ MAC1+ double positive, %; measured here: differentiation confirmed by MAC1 staining
The depositor's hits bear a star; i = inactive; nt = not tested or not shown; [ ] = another dose, or the depositor's remark. Rule as the data show it, unless noted: active = inhibition above about 50%; inactive = the rest. This is a subset, so the mix of outcomes need not match the whole.

Results follow in this order: NOD1 NF-kB reporter | T cell HTS | T cell HTS vesicle-bound % | KOR beta-arrestin-1 | NTR1 agonist | NTR1 agonist cell count 20 µM | GPR55 beta-arrestin | Myeloid diff MLP | Myeloid diff MLP GFP+ MAC1+ % | HEK293 NOD2/NF-kB | KOR beta-arrestin-2 | GPR55 antagonists
1) C=C(C)COc1ccc2c(CC)cc(=O)oc2c1C
 : -55.8% | i | 26.4 | -5.1% | 7.5 | 57 | -0.1% | i | 0.3 | -37.5% | -0.2% | -7.1%
2) c1ccc(-c2nc(-c3cccs3)[nH]c2-c2ccccc2)cc1
 : 4.0% | i | 59.0 | -24.9% | 7.5 | 86 | 0.2% | i | 3.0 | -13.7% | 4.9% | 5.6%
3) O=C(O)c1ccc(/C=C2\SC(=S)N(NC(=O)c3ccccc3)C2=O)cc1
 : -6.9% | i | 46.8 | 6.6% | 0.0 | 86 | 0.0% | i | 0.3 | 2.2% | -8.0% | 8.2%
4) O=C(Nc1cccc(O)c1)c1cc(-c2cccs2)on1
 : -14.4% | i | 31.9 | -6.3% | -0.6 | 54 | 0.0% | i | 1.1 | -172.7% | -0.7% | 7.5%
5) Nc1nc(Cn2nnc(-c3ccccc3Cl)n2)nc(N2CCOCC2)n1
 : -22.9% | i | 36.8 | 1.3% | -2.4 | 78 | -0.4% | i | 0.8 | -7.4% | -2.8% | -10.7%
6) CNc1nc(Cl)c(SC)c(N2CCOCC2)n1
 : 4.8% | i | 37.9 | -42.3% | 0.5 | 75 | 0.2% | i | 0.1 | 2.4% | 0.5% | -10.7%
7) COc1cc2c(cc1OC)C(C(=O)N1CCN(c3ccccn3)CC1)C(c1cccs1)N(C)C2=O (stereo unspecified)
 : 41.5% | i | 26.0 | -4.6% | 2.5 | 59 | -0.1% | i | 0.6 | 29.2% | 8.7% | 3.9%
8) c1ccn2c(SCc3ccc4c(c3)OCO4)nnc2c1
 : -13.0% | i | 14.7 | -12.9% | -0.3 | 56 | -0.1% | i | 0.9 | -26.4% | 1.7% | 22.1%
9) CC(=O)N1CCc2cc(S(=O)(=O)NCCC(=O)NC3CCN(Cc4ccccc4)CC3)ccc21
 : -24.5% | i | 38.7 | 16.9% | 2.8 | 61 | -0.1% | i | 0.9 | 8.4% | -0.6% | 3.4%
10) COc1ccc(S(=O)(=O)N(CC(=O)NCc2ccco2)c2ccccc2)cc1
 : 10.7% | i | 25.3 | 4.9% | -1.1 | 87 | 0.3% | i | 0.9 | -5.8% | 3.3% | 0.1%
11) CCOc1ccc(-c2csc(NC(=O)CSC3=NC(=O)CN3C(C)=O)n2)c2ccccc12
 : 22.2% | i | 5.6 | 10.2% | 11.8 | 79 | -0.1% | i | 0.9 | 22.3% | 0.5% | 29.5%
12) COc1ccc(/C=N/OCC(=O)N2CCCC2)c(OC)c1
 : -37.4% | i | 47.6 | -1.0% | 1.3 | 61 | -0.2% | nt | nt | 6.9% | 3.3% | 3.0%
13) O=c1c2ccccc2nc(-c2ccccc2)n1Cc1ccccc1
 : -33.4% | i | 41.7 | 5.0% | -0.9 | 58 | 0.3% | i | 0.8 | -8.5% | -4.3% | 3.0%
14) CCOC(=O)c1oc2ccccc2c1NC(=O)c1ccc(S(=O)(=O)N2CCCC2)cc1
 : -11.7% | i | 6.7 | 17.7% | 1.9 | 41 | -0.2% | i | 1.3 | -1.0% | 2.0% | 5.5%
15) O=C1CC2CS(=O)(=O)CC2N1c1ccc(Oc2ccccc2)cc1 (stereo unspecified)
 : -22.8% | i | 25.5 | 9.1% | 0.6 | 75 | -0.3% | i | 0.6 | -4.8% | -0.8% | 2.9%
16) Cc1ccc(-c2nnc(SCC(=O)N/N=C/c3ccc(C)s3)n2-c2ccc(C)cc2)cc1
 : -0.6% | i | 49.2 | -9.8% | 10.2 | 59 | 0.1% | i | 0.4 | -2.9% | -2.8% | 12.1%
17) CC1(C)Cc2cccc(OCC(=O)Nc3cc(C(F)(F)F)ccc3N3CCOCC3)c2O1
 : -22.4% | i | 10.5 | -21.1% | 14.9 | 84 | 0.0% | i | 1.3 | -4.2% | 5.7% | -26.1%
18) COc1c(C(=O)NNC(=O)c2ccccc2)csc1Br
 : -15.9% | i | 26.7 | 28.5% | 0.2 | 43 | -0.1% | i | 0.8 | -44.5% | 1.8% | 12.3%
19) O=c1c2ccccc2nc(SCc2nnc(-c3ccccc3Br)o2)n1Cc1ccco1
 : 18.6% | i | 8.2 | 15.2% | 4.5 | 39 | -0.2% | i | 5.4 | 31.1% | -1.3% | 6.5%
20) O=c1cc2oc3cc(O)c(O)cc3c(-c3ccccc3O)c-2cc1O
 : -4.5% | nt | nt | 12.5% | nt | nt | -0.6% | i | 0.3 | 7.8% | 2.0% | 20.6%
21) CCn1cc(C(C)NC(=O)Nc2ccc3c(c2)OCO3)c(C)n1 (stereo unspecified)
 : -41.8% | i | 15.0 | -20.8% | 0.9 | 35 | -0.2% | i | 0.4 | 0.5% | -2.2% | -5.3%
22) Cc1ccc(CNCCCSc2ncccn2)cc1
 : 30.2% | i | 36.2 | -59.1%[20 µM] | 1.2 | 75 | -0.3% | i | 0.2 | 13.3% | 3.2% | 18.6%
23) COc1ccc(OC)c(CN2CCN(C(=O)c3cccc4ccccc34)CC2)c1
 : -35.2% | i | 47.6 | -23.2% | 0.9 | 43 | -0.2% | i | 0.4 | 21.8% | 3.2% | 0.1%
24) CCOC(=O)c1cnc2ccc(OCC)cc2c1N1CCN(C)CC1
 : -1.5% | i | 59.6 | 14.3% | 2.2 | 47 | -0.2% | i | 0.4 | -140.6% | -2.5% | -9.4%
25) CN(Cc1ccccc1)C(=O)Cn1c(=O)oc2cc(S(=O)(=O)NCc3ccccc3)ccc21
 : 37.3% | i | 30.0 | 47.1% | 2.0 | 42 | -0.1% | i | 2.1 | 12.7% | -2.5% | 1.1%
26) CN(Cc1cccc(C(F)(F)F)c1)C(=O)C1CCC(=O)N(CC2CCCCC2)C1 (stereo unspecified)
 : -32.7% | i | 7.9 | -37.5% | 1.3 | 71 | -0.1% | i | 1.4 | 6.3% | 1.6% | -2.5%
27) CCNC(=O)c1sccc1-n1cccc1
 : -14.7% | i | 33.8 | -4.7% | -1.7 | 90 | -0.1% | i | 1.4 | 6.5% | -1.3% | 3.9%
28) CCOC(=O)C1=C2c3cc(OC)c(OC)cc3CC(C)(C)N2C(=O)C1=O
 : -12.1% | i | 10.6 | 20.2% | -0.8 | 58 | 0.1% | i | 1.9 | 4.2% | -3.5% | 3.3%
29) O=S(=O)(Nc1ccc(S(=O)(=O)N2CCCCC2)cc1)c1ccc(Br)s1
 : nt | i | 66.3 | 8.7% | 1.2 | 55 | -0.4% | i | 1.3 | 33.0% | 2.3% | 16.5%
30) CC(C)C1Oc2ccccc2N(CC(=O)N(C)C2CCCCC2)C1=O (stereo unspecified)
 : -12.7% | i | 32.3 | 29.7% | -0.9 | 54 | -0.1% | i | 4.4 | 21.2% | 0.6% | -9.4%
31) NS(=O)(=O)c1cccc(NS(=O)(=O)c2ccc(/C=C/C(=O)OCC(=O)c3ccc(Br)cc3)cc2)c1
 : -11.2% | i | 64.4 | 0.9%[20 µM] | 5.3 | 64 | -0.1% | i | 0.4 | -0.8% | -1.0% | 2.2%
32) O=C(NC(=S)NCc1cccnc1)c1ccccc1F
 : 5.3% | i | 7.6 | -5.3% | 0.3 | 45 | 0.3% | i | 1.6 | 12.4% | 0.3% | -6.7%
33) CCOc1ccc(C(=O)Nc2c(C(=O)N3CCC(N4CCCCC4)CC3)oc3ccccc23)cc1
 : -18.3% | i | 27.6 | -11.1% | -0.8 | 46 | 0.3% | i | 5.5 | 30.3% | -1.3% | 8.2%
34) COc1ccc(OCC(=O)N2CCc3c([nH]c4ccccc34)C2c2ccccn2)cc1 (stereo unspecified)
 : -36.7% | i | 52.9 | -3.3% | 0.9 | 97 | -0.1% | i | 0.1 | 3.1% | -0.7% | 0.5%
35) Cc1cccnc1NC(=O)CCc1c[nH]c2ccccc12
 : -35.0% | i | 17.8 | 8.8% | 2.5 | 59 | 0.0% | nt | nt | 5.5% | -0.7% | 11.8%
36) CCOC(=O)c1nc(Nc2ccc(N3CCOCC3)cc2)c2ccccc2n1
 : 3.4% | i | 11.8 | 8.7% | 1.1 | 48 | -0.1% | i | 0.7 | 25.3% | -3.3% | 6.5%
37) O=C(O)c1ccc2c(c1)c1c3n2CCNC3CCC1 (stereo unspecified)
 : -9.3% | i | 28.2 | 4.9% | -1.1 | 48 | 0.6% | i | 0.5 | -2.4% | 0.0% | -1.8%
38) CC1CC(=O)N(c2ccc(NCCc3ccccc3)c([N+](=O)[O-])c2)C1=O (stereo unspecified)
 : nt | i | 27.7 | 3.0% | -0.8 | 57 | 0.2% | i | 0.2 | nt | 7.4% | 3.1%
39) O=C(Nc1ccc(-c2nc3cc(NC(=O)c4cccs4)ccc3o2)cc1)c1cccs1
 : 23.0% | i | 52.2 | -44.1% | 1.9 | 96 | 0.2% | i | 0.4 | 1.7% | 5.9% | -10.1%
40) CN(C)c1ccc(CN2CCC(C(N)=O)CC2)cc1
 : -20.6% | i | 29.1 | -12.2%[20 µM] | -0.1 | 58 | -0.1% | i | 0.4 | 5.8% | -2.3% | 1.1%
41) NC(=O)CSc1nnc(-c2ccncc2)n1CCc1ccccc1
 : -36.2% | i | 54.3 | -33.3% | -0.9 | 86 | -0.3% | i | 1.2 | -12.0% | 4.9% | 2.1%
42) CN(C)S(=O)(=O)c1cccc(NC(=O)c2ccc3nccnc3c2)c1
 : -5.1% | i | 21.2 | 7.7% | -2.0 | 62 | -0.3% | i | 0.0 | 13.5% | 0.5% | -5.0%
